# Compound activity from PubChem BioAssay.
# PKA-R2B act – activates the human PKA-R2B holoenzyme complex; PKA-R2B holoenzyme dissociation, Cy5-IP20 fluorescence polarization; R2B truncated from residue 108, S112A mutant; 0% DMSO only, 100% 113 µM cGMP; activation, % at 11.4 µM; AID 504700; 340,000 tested, 0.079% active;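 active means activation above a cutoff set at the mean over all compounds plus 3 SD, cut at about 18% in these data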;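 further: higher means more holoenzyme dissociation and a rise in polarization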
# Target sequence (P31323 whole entry, looked up, other chains not shown, the tested form may be a part): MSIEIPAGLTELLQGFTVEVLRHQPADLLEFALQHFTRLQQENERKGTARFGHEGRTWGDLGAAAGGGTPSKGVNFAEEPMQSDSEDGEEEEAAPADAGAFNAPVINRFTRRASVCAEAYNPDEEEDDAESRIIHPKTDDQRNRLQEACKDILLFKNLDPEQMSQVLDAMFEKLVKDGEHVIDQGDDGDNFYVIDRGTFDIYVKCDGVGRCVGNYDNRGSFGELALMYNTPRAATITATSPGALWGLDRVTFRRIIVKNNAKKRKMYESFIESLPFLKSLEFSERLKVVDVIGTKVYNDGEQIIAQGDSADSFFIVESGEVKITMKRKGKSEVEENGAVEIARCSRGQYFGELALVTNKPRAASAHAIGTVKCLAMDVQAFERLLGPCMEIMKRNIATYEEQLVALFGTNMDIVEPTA
# LANA DNA inh – KSHV C-LANA DNA binding inhibition; MBP-C-LANA/FAM-LBS DNA binding, fluorescence polarization; inhibition, % at 9 µM; 340,000 tested, 0.078% active; AID 504423;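 active means highest replicate inhibition at or above 60% at 9 µM, even if other replicates fall short; inactive means all replicates below 60% inhibition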;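 further: 0% = neutral control wells and 100% = 4 µM acridine orange control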
# NSD2 inh – inhibitors of human histone methyltransferase NSD2; O96028; NSD2 peptide methylation, AlphaScreen, 120 min; inhibition, % at 12.5 µM; 310,000 tested, 0.54% active; AID 743445; in the data active means inhibition above about 50%
# DAGLB inhibitor – diacylglycerol lipase beta (human) inhibition. Q8NCG7. HEK293T DAGLB membrane lysate, EnzChek fluorogenic substrate. inhibition, % at 5.17 µM. 340,000 tested, 0.059% active. AID 504411; in the data active means inhibition above about 34%;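 further: 0% = enzyme with vehicle and 100% = wells lacking enzyme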
# Cardiac RTF inh – cardiac RTF calcium desensitization; IANBD-labeled cardiac RTF, Ca2+ fluorescence; inhibition, % at 7.15 µM; 340,000 tested, 0.12% active;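 active means inhibition above the mean inhibition of all tested compounds plus 3 SD, cut at about 17% in these data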;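 further: assay run at fixed EC70 calcium of 1.6 mM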
# SR-BI uptake up – enhances SR-BI lipid uptake from DiI-HDL. CHO ldlA[mSR-BI] cells, DiI-HDL uptake fluorescence, 3 h; 100 = double the neutral-control signal. activation, % at 12.5 µM. 320,000 tested, 0.096% active. AID 504775;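 active means mean replicate activation of at least 60% and every replicate at or above 60%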;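 further: 0% = median plate neutral-control signal and 100% = twice that signal; values of inactives mirror those of a sister screen read the other way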
#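 Assay system: CHO ldlA[mSR-BI] cells, LDL receptor-null, SR-BI overexpressing; medium: Ham's F12 with 0.5% BSA, HEPES 25 mM, pH 7.4; also added: DiI-HDL 10 µg/mL; timing: 3 h uptake period with compound, 37 °C; signal: DiI fluorescence, bottom read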
# SR-BI HDL uptake – mouse SR-BI HDL lipid transfer inhibition | inhibition, % at 12.5 µM | 320,000 tested, 0.96% active | ldlA[mSR-BI] CHO cells, DiI-HDL uptake fluorescence, 3 h;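 active means mean replicate inhibition of at least 70% and a set share of replicates each scoring 70 or more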;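 further: 0% = median of neutral control wells and 100% = median of positive control wells; values of inactives mirror those of a sister screen read the other way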
# Target sequence (Q61009 whole entry, looked up): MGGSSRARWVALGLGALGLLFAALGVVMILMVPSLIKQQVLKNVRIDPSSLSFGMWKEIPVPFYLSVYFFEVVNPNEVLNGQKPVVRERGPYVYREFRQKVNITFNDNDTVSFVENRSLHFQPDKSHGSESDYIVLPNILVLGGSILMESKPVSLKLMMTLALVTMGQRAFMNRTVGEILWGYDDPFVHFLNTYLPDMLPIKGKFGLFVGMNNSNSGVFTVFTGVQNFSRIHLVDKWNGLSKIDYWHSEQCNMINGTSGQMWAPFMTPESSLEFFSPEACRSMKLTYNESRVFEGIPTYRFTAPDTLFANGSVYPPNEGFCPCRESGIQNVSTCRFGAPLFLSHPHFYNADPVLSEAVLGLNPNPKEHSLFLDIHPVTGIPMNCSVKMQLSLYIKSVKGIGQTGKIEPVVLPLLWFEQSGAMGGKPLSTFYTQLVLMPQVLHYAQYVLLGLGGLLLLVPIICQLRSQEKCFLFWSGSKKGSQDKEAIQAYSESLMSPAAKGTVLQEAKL
# Arrestin-AP2 inh – human beta-arrestin and AP2 interaction inhibition | inhibition, % at 10 µM | AID 504490 | 340,000 tested, 0.31% active | FITC-arrestin peptide / GST-AP2 beads, flow cytometry; AP2 beta2 appendage carries R879A mutation;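 active means inhibition above a set limit, near 3 SD of compounds lacking own fluorescence, cut at about 54% in these data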;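 further: plate controls were DMSO wells for no effect and 5 µM unlabelled arrestin peptide for full effect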
#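 System: GST-AP2 R879A glutathione beads; medium: PBS, Tween 20 0.05%, BSA 0.1%; reagent: fluorescein-tagged arrestin peptide at 50 nM final; schedule: pre-incubation 12 min, peptide binding 1 h, room temperature; detection: flow cytometry, FL1 (488/535 nm); read-out: inhibition as reduced fluorescein signal on beads, percent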
# Keap1-Nrf2 PPI – inhibitors of human Keap1-Nrf2 protein-protein interaction | Q14145 | Keap1 Kelch-Nrf2 peptide fluorescence polarization, 1536-well | inhibition, % at 9.4 µM | 340,000 tested, 0.15% active; in the data active means inhibition above about 12%;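 further: human Keap1 Kelch domain with fluorescein labeled Nrf2 9mer peptide probe; 0% = neutral control wells and 100% = peptide positive control; higher means more block of Keap1 binding to Nrf2 peptide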
# PvdQ acylase – P. aeruginosa PvdQ acylase inhibition | purified PvdQ acylase, fluorescence plate reader | inhibition, % at 10 µM | 340,000 tested, 0.063% active; in the data active means inhibition above about 30%, passing the limit was not always enough;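 further: 0% = vehicle neutral wells and 100% = reference inhibitor wells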
# * hit, by the source's call; . = no result given.
mol,Arrestin-AP2 inh,PvdQ acylase,SR-BI uptake up,PKA-R2B act,Keap1-Nrf2 PPI,SR-BI HDL uptake,DAGLB inhibitor,NSD2 inh,Cardiac RTF inh,LANA DNA inh
COc1ccc(NC(=O)COC(=O)c2ccc(OCc3c(C)noc3C)cc2)cc1OC,-15,-3,34,-3,1,-34,1,-3,-10,-0.9
COC(=O)c1ccc(CNC(=O)C2CCC(=O)N(CCc3ccccc3)C2)cc1 (configuration not stated),2,-10,-1,3,-1,1,0,0,0,-1.3
O=C(NN1C(=O)C2C3C=CC(C3)C2C1=O)c1ccco1 (configuration not stated),6,-10,23,-2,-2,-23,-1,-1,-11,1.5
Cc1ccc(CN2CCN(Cc3ccccn3)CC2CCO)cc1 (configuration not stated),-1,-4,1,13,1,-1,0,-1,2,1.5
CN1C(=O)[C@@H]2[C@@H]3C[C@@H]([C@H]4ON=C(c5ccc(Cl)cc5)[C@@H]34)[C@@H]2C1=O,-1,10,19,-3,-3,-19,0,-2,-3,-1.2
Cc1ccc(NC(=O)CCNC(=O)c2ccc([N+](=O)[O-])cc2)cc1S(=O)(=O)N(C)C,15,4,-10,-10,-1,10,-1,-2,2,6.1
COc1cccc(-c2nnc3sc(-c4ccccn4)nn23)c1,9,8,9,-3,-2,-9,-9,.,-3,-2.2
CCc1cc2c3c(c1)C(C)CC(C)(C)N3C(=O)C2=O (configuration not stated),4,-3,12,5,-1,-12,6,36,0,0.5
COc1cc2c(cc1OC)C(C(=O)Nc1ccccc1N1CCN(C)CC1)C1c3ccccc3CCN1C2=O (configuration not stated),8,0,-5,-9,3,5,3,2,-7,0.5
O=C(Nc1ccc(CCC(=O)N2CCCC2)cc1)c1ncn[nH]1,-5,-26,7,-1,4,-7,-1,0,-1,-0.7
COc1ccc(Br)cc1S(=O)(=O)N1CC(C)OC(C)C1 (configuration not stated),17,5,-37,12,0,37,-4,0,-6,-0.2
Cc1ccc(/C=N\NC(=O)c2cc([N+](=O)[O-])cc([N+](=O)[O-])c2)o1,12,0,-37,2,0,37,4,-2,15,0.5

# New compounds follow.
mol,Arrestin-AP2 inh,PvdQ acylase,SR-BI uptake up,PKA-R2B act,Keap1-Nrf2 PPI,SR-BI HDL uptake,DAGLB inhibitor,NSD2 inh,Cardiac RTF inh,LANA DNA inh
COc1ccc(C(CNC(=O)c2cccc(S(=O)(=O)N3CCOCC3)c2)N2CCCC2)cc1 (configuration not stated),21,4,1,-1,-1,-1,-2,33,0,0.6
CC(C)C(c1nnnn1Cc1ccc(F)cc1)N1CCN(C2CCCC2)CC1 (configuration not stated),-9,-10,10,-5,-2,-10,-1,-1,6,-1.0
Nc1c(-c2cccc(Cl)c2)cnc2c(-c3ccccc3)cnn12,-1,-3,-68,-9,0,68,-4,29,-1,-0.4
CC(C)(C)c1cc(N)n2nc(C(C)(C)C)cc2n1,45,7,24,0,1,-24,0,-1,1,1.1
O=C1CN(S(=O)(=O)c2cc(C(F)(F)F)ccc2Cl)CCN1,-5,1,7,1,-3,-7,-1,14,-8,0.2
O=C(/C=C/c1cccc(F)c1)N1CCc2ccccc21,21,-6,-42,-8,-1,42,-6,-2,-6,1.7
Cc1cc([N+](=O)[O-])nn1CC(=O)N/N=C/c1ccc(O)cc1O,7,-10,.,4,-1,.,0,-18,-5,1.4
CS(=O)(=O)N(CC(=O)N1CCCCCC1)c1cc(Cl)ccc1Cl,-1,-6,-8,3,-2,8,-2,-2,-11,-0.9
CC(C)(C)CN1CCNC[C@H]1Cc1cccc2ccccc12,5,-15,11,-9,-7,-11,-1,.,-3,-1.4
COc1ccc(/C=C(\C#N)C(=O)OCC(=O)NCc2ccccc2Cl)cc1,0,-1,21,-5,-5,-21,1,4,-3,0.7
Cc1cc(/C=C(\C#N)c2nc3ccccc3[nH]2)c(C)n1C,-5,-12,-28,0,-3,28,0,1,-11,3.1
CCc1c(C)sc2nc(SCC(=O)Nc3cc(C)on3)n(CCOC)c(=O)c12,8,-11,7,7,-3,-7,0,5,1,-1.4

# Continuation.
mol,Arrestin-AP2 inh,PvdQ acylase,SR-BI uptake up,PKA-R2B act,Keap1-Nrf2 PPI,SR-BI HDL uptake,DAGLB inhibitor,NSD2 inh,Cardiac RTF inh,LANA DNA inh
CC1=N/C(=C\c2ccc([N+](=O)[O-])cc2)C(=O)N1c1cc(Cl)ccc1C,-3,-4,-9,-12,-4,9,0,5,-1,0.6
O=c1c2cc(NC(=S)N3CCCCC3)ccc2nc2n1CCCCC2,18,2,-9,3,3,9,2,-3,4,-0.9
CCOc1ccc(S(=O)(=O)NC(Cc2cnc[nH]2)C(=O)O)cc1 (configuration not stated),-7,10,14,-4,-5,-14,0,-3,-6,0.5
Cc1cccc(NS(=O)(=O)c2ccc(C)c(C(=O)NC3CCN(Cc4ccccc4)CC3)c2)c1,16,-4,-2,8,-3,2,0,8,-4,-2.5
Cc1ccc(NS(=O)(=O)c2ccc(NC(=O)c3cccs3)cc2)c(C)c1,0,-12,-20,2,2,20,2,0,4,-0.2
c1coc(-c2nnc3n2C2(CCCC2)Cc2ccccc2-3)c1,8,11,1,-6,3,-1,1,0,0,-1.1
O=C(Nc1cccc2ccccc12)c1cc2c(cc1Br)OCO2,32,-4,-19,-2,3,19,-4,-2,0,1.6
CCOc1ccc(N2CC(C(=O)NCc3ccccn3)CC2=O)cc1 (configuration not stated),42,-4,-12,0,-5,12,-2,-1,-11,0.6
COc1ccc(CNc2ncccc2[N+](=O)[O-])cc1,2,-11,-4,-1,-7,4,-3,9,1,0.0
Cc1ccc(SCC(=O)OC(C)C(=O)N2CCc3ccccc32)cc1 (configuration not stated),41,8,38,-2,1,-38,-6,-2,2,-3.5
CN1CCN(CC(=O)NN2CC(=O)N(c3ccc(F)cc3)CC2=O)CC1,-4,-9,0,2,0,0,-1,0,-6,-0.7
COc1cc(/C=C2/C(C)=C(C#N)c3nc(N)c(C#N)c(C)c32)ccc1OCC(=O)O,21,5,-2,.,-3,2,.,23,.,5.6

# Continued:
mol,Arrestin-AP2 inh,PvdQ acylase,SR-BI uptake up,PKA-R2B act,Keap1-Nrf2 PPI,SR-BI HDL uptake,DAGLB inhibitor,NSD2 inh,Cardiac RTF inh,LANA DNA inh
CCOC(=O)Cc1csc(NS(=O)(=O)c2cccc([N+](=O)[O-])c2)n1,-9,-6,-1,-16,2,1,0,0,1,-0.1
O=C(NN1C(=O)c2ccccc2NC1c1ccoc1)c1ccc([N+](=O)[O-])cc1 (configuration not stated),57*,6,26,-7,3,-26,0,0,0,6.3
O=C(OCc1ccc([N+](=O)[O-])cc1)C1CC(=O)N(c2ccccc2)C1 (configuration not stated),33,2,29,-4,2,-29,1,.,3,0.4
Cc1cccn2c(=O)c(/C=C(\C#N)C(N)=O)c(N3CCN(c4ccccc4)CC3)nc12,13,5,13,-3,.,-13,3,12,-6,.
O=C(CC1C(=O)NCCN1Cc1ccc(Cl)c(F)c1)NCCc1cccnc1 (configuration not stated),36,-4,.,1,-4,.,-1,6,1,2.1
CCN(CC)c1ncnc2sc(C(=O)N3CCN(c4ccccc4)CC3)c(C)c12,-13,-3,4,7,2,-4,-3,3,-4,-2.0
O=C(Nc1cc(F)cc(F)c1)c1ccc(NCCc2ccccc2)c([N+](=O)[O-])c1,-5,-10,-14,1,0,14,-3,-1,-6,0.7
CCC(C)(C)n1nnnc1C(C(C)C)N(Cc1ccco1)Cc1cc2cc3c(cc2[nH]c1=O)OCO3 (configuration not stated),0,-8,14,-4,-10,-14,-2,1,-15,0.0
COc1ccccc1OCc1nnc(SCC(=O)Nc2ccc(N3CCOCC3)cc2)n1C,22,6,.,-5,-6,.,-2,.,-21,2.3
Nc1nc(NC(=O)c2ccc(F)cc2)ns1,-1,-18,4,-8,-3,-4,-2,.,-4,3.2
Cc1ccc(-c2cc(C(=O)Nc3ccc(S(=O)(=O)N4CC(C)OC(C)C4)cc3)[nH]n2)c(O)c1 (configuration not stated),7,-8,.,7,3,.,-1,.,3,1.1
CCC(=O)Nc1cccc(-c2cn3ccccc3n2)c1,-7,-4,11,0,-3,-11,3,0,-21,-1.0

# Other entries follow:
mol,Arrestin-AP2 inh,PvdQ acylase,SR-BI uptake up,PKA-R2B act,Keap1-Nrf2 PPI,SR-BI HDL uptake,DAGLB inhibitor,NSD2 inh,Cardiac RTF inh,LANA DNA inh
CC(C)Oc1ccc(CNC(=O)c2ccc3nc(N4CCOCC4)sc3c2)cc1,-4,-9,4,1,-3,-4,-1,.,-4,-0.1
O=[N+]([O-])c1ccc(N2CCOCC2)cc1SCc1ccco1,2,-2,-16,-7,-7,16,0,6,-18,-2.8
CCC1CCC(C(=O)NC(CCSC)C(=O)NCCc2ccc(S(N)(=O)=O)cc2)CC1 (configuration not stated),13,10,36,-2,-8,-36,-3,14,-2,-1.9
NC(=O)COC(=O)C1CSC2(c3ccc(F)cc3)CCC(=O)N12 (configuration not stated),13,-10,.,5,-3,.,-1,-1,-14,1.3
COc1ccc(/C=C\C(=O)Oc2cccc(/C=N/NC(=O)Cc3ccc(OC)c(OC)c3)c2)cc1,-7,-6,-11,-8,-2,11,0,-2,-1,0.3
CSc1ccccc1NC(=S)N/N=C/c1cccn1Cc1cccc(C)c1,14,-13,8,-7,-3,-8,-3,-4,-5,0.2
CCN(C(=O)Cc1ccccc1OC)c1nnc(-c2ccncc2)s1,-3,-11,-4,4,-1,4,1,0,-17,0.0
CSc1ccccc1NC(=O)COC(=O)c1cnc(C)cn1,18,-1,-13,4,-1,13,0,-3,3,0.8
Cc1nnc(SCC(=O)N(C)c2ccccc2)n1Cc1ccccc1,37,-1,1,-7,3,-1,-1,-2,6,1.0
COc1ccc(C(c2sc3nc(C)nn3c2O)N2CCC(C(N)=O)CC2)cc1OC (configuration not stated),-25,-15,-6,-2,2,6,0,.,-6,0.7
CC(C)C(=O)NC(Nc1cc(C(F)(F)F)ccc1Cl)C(Cl)(Cl)Cl (configuration not stated),-17,-13,-18,-16,0,18,-6,-4,-21,-0.2
CC1CCN(c2oc(-c3ccc(F)cc3)nc2C#N)CC1,10,-5,-22,-14,1,22,-13,-4,2,-1.0

# Other structures.
mol,Arrestin-AP2 inh,PvdQ acylase,SR-BI uptake up,PKA-R2B act,Keap1-Nrf2 PPI,SR-BI HDL uptake,DAGLB inhibitor,NSD2 inh,Cardiac RTF inh,LANA DNA inh
O=C(Nc1ccnn1C1CCN(C(=O)CCc2ccc(F)cc2)CC1)C1CCOC1 (configuration not stated),14,-4,-29,-9,2,29,1,-2,-4,-1.8
CCn1c(O)c(N=NC(=O)c2ccc(CSc3nncn3C)cc2)c2ccccc21,8,5,.,-1,1,.,3,1,-2,-0.7
Fc1ccc(-c2cn(-c3ccccc3)c3[n+]2CCS3)cc1,-5,-12,18,-13,-1,-18,1,1,-1,-0.1
Cc1n[nH]c(=O)nc1NCc1ccc(Cl)cc1,26,3,7,2,0,-7,-4,-2,-8,-0.2
O=C(c1csc2c1CCCC2)N1CCCCC1,0,-13,-16,-5,-1,16,1,0,-13,1.0
O=c1oc2ccccc2c2c1ncn2-c1ccccc1,6,-4,-2,4,2,2,2,1,-2,-2.1
